M1 antag: blocks human M1 muscarinic receptor. hit rate 1.3% among 360,000. P11229. CHO-K1 hM1, Fluo-8 calcium fluorescence, ACh EC80 antagonist. inhibition, % at 3 µM. AID 588852;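 active means percent inhibition above its own plate's cutoff, namely the mean of that plate's compound wells plus 3 SD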;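 further: peak over basal fluorescence ratio during 140 s after agonist addition; 0% = ACh EC80 plus DMSO and 100% = DMSO alone without agonist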
Target sequence (P11229 whole entry, looked up): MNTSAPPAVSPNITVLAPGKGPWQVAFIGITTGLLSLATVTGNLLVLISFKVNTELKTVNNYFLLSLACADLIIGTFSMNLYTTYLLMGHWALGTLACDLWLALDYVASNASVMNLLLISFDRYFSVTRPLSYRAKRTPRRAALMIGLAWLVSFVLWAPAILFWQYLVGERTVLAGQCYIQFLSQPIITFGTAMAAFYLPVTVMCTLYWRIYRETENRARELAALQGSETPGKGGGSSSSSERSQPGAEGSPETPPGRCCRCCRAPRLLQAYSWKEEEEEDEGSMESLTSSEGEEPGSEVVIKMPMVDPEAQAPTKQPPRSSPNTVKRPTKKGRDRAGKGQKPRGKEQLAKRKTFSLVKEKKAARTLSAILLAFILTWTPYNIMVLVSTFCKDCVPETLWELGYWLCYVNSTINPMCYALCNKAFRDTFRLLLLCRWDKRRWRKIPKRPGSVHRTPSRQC
TAAR1 antag: human TAAR1 antagonism | hit rate 1.5% among 360,000 | CHO RD-HGA16 TAAR1, Fluo-8 calcium fluorescence, antagonist | inhibition, % at 3 µM | Q96RJ0;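 active means inhibition above a per-plate cutoff, the mean inhibition of test compounds on that plate plus 3 SD, cut at about 49% in these data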;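 further: 0% = DMSO plus EC80 beta-PEA response and 100% = DMSO alone without agonist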
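System: CHO RD-HGA16 cells bearing hTAAR1. Reagent: EC80 β-phenethylamine stimulus. Schedule: seeding 17-24 h prior, 75-min 37 °C, 30-min RT dye loading. Signal: Fluo-8 intracellular calcium dye fluorescence, real-time kinetic reads. Read-out: % inhibition from peak post-agonist over basal fluorescence ratio. Benchmarks: vehicle wells and EC80 agonist wells. Replicates: n of 1.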
M1 PAM: positive allosteric modulators of human M1 muscarinic receptor. P11229. CHO-K1 hM1, Fluo-8 calcium fluorescence, ACh EC20; 0% = ACh EC20, 100% = maximal ACh. activation, % at 3 µM. hit rate 0.088% among 360,000; in the data active means activation above about 19%, passing the limit was not always enough
OXTR potentiator: human OXTR potentiation. P30559. CHO-OTR cells, Fluo-8 calcium fluorescence, potentiator mode; 0% = oxytocin EC15, 100% = EC100. activation, % at 3 µM. hit rate 0.061% among 320,000;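 active means activation above that plate's cutoff, the mean activation of tested compounds plus 3 SD, cut at about 6.6% in these data, passing the limit was not always enough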;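 further: 100% uses oxytocin at 75 nM as the full agonist control; some results filed as inactive read as strong as hits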
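test system = CHO-OTR cells, human receptor | compound = single-point 3.0 µM | schedule = 6 min compound pre-incubation at room temperature, 100 s kinetic read | signal = Fluo-8 no-wash calcium dye fluorescence, excitation 470-495 nm, emission 515-575 nm | repeats = single well per compound, singlicate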
TAAR1 ag: agonists of human TAAR1. AID 624467. CHO RD-HGA16 TAAR1, Fluo-8 calcium fluorescence; vehicle wells 0%, saturating PEA agonist 100%. activation, % at 3 µM. Q96RJ0. hit rate 0.99% among 360,000;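 active means activation above the mean activation of all test compounds in the run plus 3 SD, cut at about 38% in these data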
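Test system: RD-HGA16 (CHO) cells co-expressing Gα16 and hTAAR1 | Doses: Single dose, 3 µM | Schedule: 17-24 h seeding, 75 min 37 °C dye, 30 min RT | Evaluation: % activation from peak over basal fluorescence ratio, DMSO-to-PEA scaled | Technique: Kinetic Fluo-8 calcium fluorescence | Benchmarks: Low control DMSO, high control PEA (EC100)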
V1aR counter: V1a receptor agonism, counter-screen for OXTR agonists. P37288. CHO-V1R cells, Fluo-8 calcium fluorescence, agonist mode; 0% DMSO, 100% 3 nM vasopressin. activation, % at 3 µM. hit rate 0.25% among 320,000. AID 2797;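 active means activation above the mean activation of all tested compounds plus 3 SD, per screening run, cut at about 20% in these data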;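 further: signal is peak over basal fluorescence ratio across a 100 second FLIPR read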
Target sequence (P37288 whole entry, looked up): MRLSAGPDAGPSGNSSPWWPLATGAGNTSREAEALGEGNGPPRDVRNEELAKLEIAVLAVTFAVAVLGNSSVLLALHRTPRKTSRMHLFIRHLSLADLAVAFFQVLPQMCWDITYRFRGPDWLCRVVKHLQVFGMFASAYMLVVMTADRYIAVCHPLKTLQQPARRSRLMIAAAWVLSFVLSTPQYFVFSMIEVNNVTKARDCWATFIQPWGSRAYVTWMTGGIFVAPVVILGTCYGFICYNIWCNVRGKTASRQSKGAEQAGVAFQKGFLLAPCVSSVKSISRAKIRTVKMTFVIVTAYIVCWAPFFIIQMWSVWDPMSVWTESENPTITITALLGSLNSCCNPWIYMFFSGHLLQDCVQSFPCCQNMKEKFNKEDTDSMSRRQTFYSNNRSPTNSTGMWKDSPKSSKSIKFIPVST
CHRM1 agonist: human M1 muscarinic receptor agonism. P11229. CHO-K1 hM1, Fluo-8 calcium fluorescence, agonist mode; 0% DMSO, 100% acetylcholine EC100. activation, % at 3 µM. hit rate 0.33% among 360,000. AID 588814;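 active means activation above the run's mean compound activation plus 3 SD, cut at about 16% in these data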;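 further: peak over basal fluorescence ratio within a 140 s kinetic read after compound addition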
CHO parental Ca: signal in parental CHO cells, OX1R antagonist counter-screen. parental CHO-K1, ATP-induced calcium, Fluo-8 fluorescence. inhibition, % at 5.6 µM. hit rate 0.63% among 330,000. AID 463079;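 active means inhibition above that plate's mean sample inhibition plus 3 SD, cut at about 26% in these data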;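 further: 0% = ATP-challenged DMSO wells and 100% = DMSO wells without ATP; some compounds past the cut are filed as inactive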
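test system = CHO parental line | reagent = ATP stimulus | measured by = intracellular calcium via Fluo-8 no-wash fluorescent dye | control set = ATP and no-ATP DMSO wells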
OXTR agonist: agonists of human oxytocin receptor; P30559; CHO-OTR cells, Fluo-8 calcium fluorescence; normalized: DMSO 0%, oxytocin 100%; activation, % at 3 µM; hit rate 0.32% among 320,000; AID 2435;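 active means activation above the mean of all tested compounds plus 3 SD, cutoff set per screening run, cut at about 20% in these data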;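 further: peak over basal fluorescence ratio from a 100 s FLIPR kinetic read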
* = called active by the depositor; · = not tested or not shown.

SMILES | M1 antag | TAAR1 antag | M1 PAM | OXTR potentiator | TAAR1 ag | V1aR counter | CHRM1 agonist | CHO parental Ca | OXTR agonist
Cc1ccc(C2CC(=O)Nc3cc4c(cc32)OCCO4)s1 (configuration not stated) | 6.9 | -4.5 | -2.2 | -13.7 | -1.1 | 2.3 | -2.1 | 1.9 | 4.8
CN(CC(=O)Nc1ccccc1Cl)C(=O)COC(=O)CN1C(=O)NC2(CCCC2)C1=O | -12.7 | -13.5 | 11.8 | -0.1 | -0.3 | 0.2 | -1.6 | -1.3 | -0.2
O=C(Nc1nccs1)c1ccc2c(c1)C(=O)N(Cc1cccnc1)C2=O | -10.9 | -36.8 | 9.2 | -12.7 | 2.8 | 2.3 | -1.1 | -1.0 | 0.6
COc1ccc(NC(=O)N[C@@H](CCSC)C(=O)O)cc1Cl | -4.8 | 1.8 | 3.7 | -5.9 | 3.5 | 0.2 | -4.0 | -0.7 | -0.4
CCS(=O)(=O)N1CCN(c2ccc([N+](=O)[O-])c(N3CCOCC3)c2)CC1 | 5.3 | 11.0 | 0.4 | 2.3 | 2.1 | 0.9 | -1.3 | -8.6 | 2.9
CC(=O)c1cc(C#N)c(SCc2ccccc2)nc1C | -12.5 | 6.9 | 3.4 | -4.5 | 3.2 | -0.5 | -4.7 | -2.1 | -1.9
CCOC(=O)c1c(NC(=O)COc2ncnc3ccccc23)sc(C)c1CC | 0.1 | 4.7 | 2.2 | 1.6 | 0.6 | -0.4 | -8.1 | -22.7 | -2.3
Cc1ccc(C(=O)O/N=C(\N)c2cccc([N+](=O)[O-])c2)cc1 | 1.4 | 9.7 | -5.0 | -4.7 | 6.9 | 0.2 | -4.6 | -2.2 | -1.4
CCN(C(=O)CN1C(=O)NC2(CCCc3ccccc32)C1=O)c1ccc(F)cc1 (configuration not stated) | -4.5 | 2.8 | 2.7 | -9.4 | 27.2 | 6.8 | 9.0 | -15.9 | 9.2
N#Cc1ccsc1NC(=O)CN1C(=O)NC2(CCCC2)C1=O | -15.0 | -10.9 | 11.2 | -1.9 | 0.6 | 1.2 | -0.4 | -7.3 | 0.9
O=C(Nc1ccc(N2CCOCC2)cc1Cl)C1CCN(C(=O)OCc2ccccc2)CC1 | 2.0 | 19.1 | -4.7 | -6.9 | 0.3 | 2.7 | -3.3 | -8.5 | 0.6
CCc1cccc(C)c1NC(=O)CCN1C(=O)NC(C)(C)C1=O | -10.4 | 2.3 | 11.0 | -2.8 | 1.3 | -0.1 | 0.8 | 2.9 | -1.3
COc1ccc(OC)c(/C=N/NC(=O)CSc2cc(C)nc3c(OC)cccc23)c1 | 9.6 | 2.2 | -5.7 | -3.9 | 6.1 | -0.1 | -7.6 | -33.1 | -1.4
COc1ccc(C2CC(C(F)(F)F)n3nc(C(=O)O)cc3N2)cc1OC (configuration not stated) | 6.2 | 16.5 | -1.1 | -18.2 | 4.2 | -0.6 | -2.0 | 6.0 | -0.2
COc1cccc(/C=C2\Oc3ccc(O)cc3C2=O)c1O | -7.7 | -27.1 | 2.3 | -19.0 | 3.2 | 3.0 | 2.1 | -7.1 | 2.2
COc1cccc(N2CCN(C(=O)c3ccc(OC)c(S(=O)(=O)NC4CC4)c3)CC2)c1 | -5.1 | -0.8 | 1.2 | · | 1.8 | · | -4.1 | · | ·
OCCC1CN(Cc2cnc(-c3ccccc3)s2)CCN1CCc1ccccc1 (configuration not stated) | 5.1 | 5.5 | -11.5 | -2.7 | 2.0 | 1.5 | -11.8 | -15.9 | 3.4
O=S(Cc1ccccc1)CC(O)(c1ccccc1)c1ccccc1 (configuration not stated) | -1.9 | -10.4 | 8.6 | 1.6 | 20.9 | -0.7 | -5.6 | 0.3 | -0.7
CCOC(=O)CNC(=O)C1COc2ccccc2O1 (configuration not stated) | -5.4 | -12.6 | 2.2 | 0.8 | 1.0 | -0.1 | -2.4 | -5.4 | 0.2
Cc1ccc(C2(COC(=O)C(C)C)CO2)c(OC(=O)C(C)C)c1 (configuration not stated) | -3.6 | -3.7 | 10.4 | 0.7 | 0.5 | 0.3 | 0.9 | 1.0 | 0.8
CCOC(=O)C1C2C=CC3(CN(c4cccc(Cl)c4)C(=O)C13)O2 (configuration not stated) | -21.5 | -7.5 | 15.8 | -4.8 | 1.4 | 1.1 | 3.9 | -4.0 | 7.9
Cc1c(C(=O)NNC(=O)Nc2ccc([N+](=O)[O-])cc2)oc2ccccc12 | -3.4 | -32.9 | 4.1 | -6.1 | 1.2 | 3.1 | 0.0 | -2.2 | 0.3
O=[N+]([O-])c1ccccc1S(=O)(=O)Nc1ccc(S(=O)(=O)N2CCOCC2)cc1 | -2.1 | -7.8 | 2.4 | -4.1 | -0.4 | 0.1 | -2.1 | 7.8 | 0.6
CC(C)NC(=O)[C@@H]1C[C@@]1(C)[C@@H](NC(=O)OCc1ccccc1)c1ccccc1 | 0.6 | 17.6 | 0.8 | -6.5 | 6.2 | -0.8 | -3.5 | -10.3 | -0.6
O=C(Nc1nccs1)C1(S(=O)(=O)c2ccc(Cl)cc2)CC1 | 1.2 | -1.5 | 0.0 | 3.3 | 0.1 | -1.2 | -3.2 | -15.2 | -0.4

New compounds follow:
SMILES | M1 antag | TAAR1 antag | M1 PAM | OXTR potentiator | TAAR1 ag | V1aR counter | CHRM1 agonist | CHO parental Ca | OXTR agonist
O=C(NC1CCCCC1)C(c1cccnc1)N(CCc1ccccc1)C(=O)Cc1cccs1 (configuration not stated) | -10.7 | -3.9 | 9.9 | 1.5 | 12.3 | -0.2 | -11.4 | -10.8 | 0.0
COc1ccc(CCNC(=O)CN2CCCc3ccccc32)cc1OC | 5.3 | 12.1 | 0.2 | 0.2 | 2.4 | -0.4 | -5.0 | -0.8 | 0.4
Cc1cccc(N2C(=O)CC(Sc3ccccc3C(=O)O)C2=O)c1 (configuration not stated) | -5.2 | -5.8 | 4.6 | 3.6 | 0.4 | 0.9 | -3.7 | -6.2 | 1.0
COc1cccc(NC(=O)CNC(=O)c2ccccc2)c1 | -13.2 | 14.0 | 8.7 | -9.2 | 13.2 | 0.2 | 0.2 | -12.5 | -0.1
C=CCNC(=S)N/N=C/c1ccc(C(F)(F)F)cc1 | 12.5 | 7.5 | -3.1 | -6.9 | 12.1 | -1.7 | -2.9 | -21.1 | -3.0
C[C@@]12C(=O)Nc3ccc(Cl)cc3C(=O)N1[C@H]1c3ccccc3OC[C@@H]1[C@@H]2c1ccccc1 | 32.6* | · | -14.5 | -4.9 | · | 2.0 | -3.4 | -6.5 | 1.6
CCCCN(C(=O)c1ccc2c(c1)OCCO2)c1c(N)n(CC(C)C)c(=O)[nH]c1=O | -6.4 | -6.5 | 6.3 | -0.8 | 1.8 | 0.5 | -3.7 | -3.3 | 0.6
O=C1NC[C@H](Cc2ccccc2)N(CC2CCCCC2)C1=O | 1.0 | 6.7 | 2.8 | -4.8 | 9.8 | 0.0 | -4.0 | -5.0 | -0.1
CC1(C)CC(NC(=O)c2ccc(Cl)cc2Cl)CC(C)(C)N1 | 3.5 | 1.4 | 0.9 | -3.2 | -0.3 | 9.1 | -4.0 | -10.1 | 1.7
Cc1ccc(-n2c(SCC(N)=O)nc3c([nH]c4ccccc43)c2=O)cc1 | -12.5 | 10.8 | 4.0 | -4.9 | 2.5 | 0.3 | -0.1 | -14.5 | -0.5
O=C(N/N=C/C=C/c1ccco1)c1ccncc1 | -5.1 | -26.1 | 2.0 | -6.6 | -0.2 | -0.6 | -2.0 | 6.8 | -0.8
CCOC(=O)Cn1cc(-c2ccccc2)nn1 | 2.3 | -3.4 | 2.2 | -20.9 | 3.0 | -0.1 | -2.3 | 5.1 | 0.3
Cn1c(=O)[nH]c(=O)c2c1nc(N1CCCCC1)n2CCCSc1nnnn1-c1ccccc1 | 4.1 | -11.7 | -1.4 | -8.8 | 0.9 | 1.9 | -8.4 | -16.6 | 0.4
NC(=O)Cc1ccc(C(=O)c2ccccc2)s1 | -1.3 | 0.1 | 6.2 | -2.8 | 5.4 | 1.4 | -8.5 | -2.5 | 0.7
CCn1c2ccccc2c2cc(NC(=O)COc3ccc(OC)cc3)ccc21 | -7.0 | 0.2 | 7.8 | -3.3 | 13.0 | -0.1 | -3.0 | -13.5 | -0.7
Cc1cccc(OCC(=O)N/N=C/c2cn[nH]c2-c2ccc(Cl)c(Cl)c2)c1 | -26.9 | 15.9 | 4.2 | -16.6 | 20.3 | 2.9 | 1.6 | -13.8 | 5.0
CCOC(=O)c1cc(NC(=O)Nc2ccccn2)c(C)nc1C | 5.1 | 3.0 | 12.3 | -10.0 | 3.0 | 0.2 | -2.2 | -7.5 | -0.2
COc1ccc(OC)c2sc(N3CCCCC3)nc12 | 7.8 | -9.6 | -11.7 | -23.1 | 8.3 | 0.1 | -5.1 | -9.3 | -2.0
CC(=O)c1cccc(Nc2nc(-c3cccnc3)cs2)c1 | -10.8 | 35.3 | 3.5 | · | 4.1 | · | -5.6 | · | ·
Cc1sc2ccccc2[n+]1CCC(C)S(=O)(=O)[O-] (configuration not stated) | -18.5 | -0.1 | 13.1 | -6.6 | 3.8 | 0.4 | -0.5 | 0.1 | 0.1
O=C(c1cnsn1)N1CCC(CO)(Cc2ccc(Cl)cc2)CC1 | -13.1 | -6.4 | 11.9 | -1.7 | 4.6 | 0.5 | -1.6 | -24.5 | 1.4
CCC(C)N(C(=O)COc1ccc(Cl)c2cccnc12)C1CCS(=O)(=O)C1 (configuration not stated) | -6.6 | 0.8 | 6.1 | -3.7 | 1.3 | 0.9 | -3.1 | -9.7 | -0.7
O=C(NC(=S)NC1CCCCC1)c1ccc(Cl)cc1 | -8.0 | -31.6 | 3.1 | -12.6 | -0.7 | -0.6 | -5.2 | -13.8 | -0.6
CC1CC(C)CN(C(=O)CCC(=O)Nc2nnc(C(C)C)s2)C1 (configuration not stated) | -4.7 | -1.2 | 7.8 | 0.9 | 1.1 | 0.5 | 1.4 | -17.6 | 0.7
COCCCNC(=O)CCSc1ccc(C)cc1 | 0.9 | 4.7 | -1.5 | -1.9 | 0.3 | 1.1 | -1.3 | -7.7 | -0.7
CCN1CCN(c2ccccc2NC(=O)c2ccc(-n3cccn3)cc2)CC1 | 6.9 | -0.8 | -7.8 | 3.5 | 0.1 | 1.8 | -7.9 | -22.6 | 3.5

Screening data deposited in PubChem BioAssay by The Scripps Research Institute Molecular Screening Center.
